# From PubChem BioAssay
# Pemphigus Ab inh: inhibitors of pemphigus antibody binding to human desmoglein-3; P32926; DSG3-coupled beads, scFv-anti-DSG3-GFP binding, flow cytometry; active compounds read low; binding (percent of control), % at 10 µM; actives 0.48% (n = 310,000); AID 588358;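 active = binding more than 3 SD below its plate's average and above zero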;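 also: hits lower antibody fragment binding to DSG3; some compounds called inactive have numbers as strong as hits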
# CAL PDZ FP-1: CAL PDZ (human) peptide binding inhibition; purified CAL PDZ, TMR-peptide fluorescence polarization, 1 h; actives 0.92% (n = 300,000); AID 602252; inhibition, % at 24.9 µM; Q9HD26;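 active = mean inhibition of at least 30% with at least half of replicates also reaching 30%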;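 also: 0% = DMSO neutral control and 100% = excess unlabeled competitor peptide PRC23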
# C-LANA FP: KSHV C-LANA DNA binding inhibition; actives 0.078% (n = 340,000); MBP-C-LANA/FAM-LBS DNA binding, fluorescence polarization; AID 504423; inhibition, % at 9 µM;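 active = highest replicate inhibition at or above 60% at 9 µM, even if other replicates fall short; inactive = all replicates below 60% inhibition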;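 also: 0% = neutral control wells and 100% = 4 µM acridine orange control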
# Cardiac RTF inh: cardiac RTF calcium desensitization; inhibition, % at 7.15 µM; AID 493244; actives 0.12% (n = 340,000); P19429+P45379; IANBD-labeled cardiac RTF, Ca2+ fluorescence;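 active = inhibition above the mean inhibition of all tested compounds plus 3 SD, cut at about 17% in these data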;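 also: assay run at fixed EC70 calcium of 1.6 mM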
# V-ATPase pHluor: yeast V-ATPase proton transport regulation by pHLuorin. actives 0.37% (n = 350,000). AID 504577. response, % at 10 µM. S. cerevisiae, pHLuorin cytosolic pH fluorescence; in the data active = response mostly above about 7.3%, no sharp cut-off; inactive = mostly below about 5.4%; also: actives read high; inactives centre near 0; some compounds called inactive have numbers as strong as hits; reference of the scale not given here
# NSD2 inh: NSD2 (human) methyltransferase inhibition. actives 0.54% (n = 310,000). inhibition, % at 12.5 µM. NSD2 peptide methylation, AlphaScreen, 120 min. O96028. AID 743445; in the data active = inhibition above about 50%
# Keap1 Nrf2 FP: inhibitors of human Keap1-Nrf2 protein-protein interaction. Q14145. Keap1 Kelch-Nrf2 peptide fluorescence polarization, 1536-well. inhibition, % at 9.4 µM. actives 0.15% (n = 340,000). AID 504523; in the data active = inhibition above about 12%;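 also: human Keap1 Kelch domain with fluorescein labeled Nrf2 9mer peptide probe; 0% = neutral control wells and 100% = peptide positive control; higher means more block of Keap1 binding to Nrf2 peptide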
# Arrestin-AP2 inh: inhibitors of human beta-arrestin and AP2 interaction; inhibition, % at 10 µM; actives 0.31% (n = 340,000); AID 504490; FITC-arrestin peptide / GST-AP2 beads, flow cytometry; AP2 beta2 appendage carries R879A mutation;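 active = inhibition above a set limit, near 3 SD of compounds lacking own fluorescence, cut at about 54% in these data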;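 also: plate controls were DMSO wells for no effect and 5 µM unlabelled arrestin peptide for full effect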
#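 System: GST-AP2 R879A bound to glutathione beads, E. coli-expressed. Also added: 50 nM FITC-arrestin peptide. Schedule: compound with beads 12 min RT, then probe 1 h RT. Signal: bead flow cytometry, FITC channel. Read-out basis: percent response.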
# CAL PDZ FP-2: inhibitors of human CAL PDZ peptide binding | Q9HD26 | AID 504414 | inhibition, % at 20 µM | purified CAL PDZ, TMR-peptide fluorescence polarization, 1 h | actives 0.02% (n = 330,000);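 active = highest replicate inhibition of at least 40%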;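 also: plate controls were DMSO neutral control wells for no effect and unlabeled competitor peptide control wells for full effect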
#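 System: purified tagged CAL PDZ domain construct (CerCALP). Schedule: 1 h incubation at room temperature before polarization reading. Medium: 25 mM sodium phosphate pH 7.4, 150 mM NaCl, TCEP, IgG, Thesit. Read-out: percent inhibition from loss of millipolarization. Measured by: FP readout, S and P plane fluorescence. Probe or stimulus: fluorescent TMR peptide probe.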
# DAGLB inhibitor: blocks human DAGLB lipase activity. inhibition, % at 5.17 µM. HEK293T DAGLB membrane lysate, EnzChek fluorogenic substrate. Q8NCG7. actives 0.059% (n = 340,000); in the data active = inhibition above about 34%;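 also: 0% = enzyme with vehicle and 100% = wells lacking enzyme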
# Active calls of the source: *; · = not tested or not shown.
nr	molecule	NSD2 inh	CAL PDZ FP-2	DAGLB inhibitor	C-LANA FP	Cardiac RTF inh	V-ATPase pHluor	CAL PDZ FP-1	Pemphigus Ab inh	Arrestin-AP2 inh	Keap1 Nrf2 FP
1	CCCCCNCc1ccc(OCc2ccc(Cl)nc2)c(OC)c1	0.5	-2.0	4.5	-0.1	-0.9	1.5	0.7	102.9	·	0.1
2	O=C(OCC(=O)N1CCc2ccccc2C1)c1ccc(OC(F)F)cc1	-2.5	-0.1	-5.5	1.9	-3.3	-0.9	-2.6	90.3	-3.2	1.6
3	Cc1cccc(C)c1NC(=O)NC1(C(=O)N2CCN3CCCC3C2)CCCCC1 (configuration not stated)	4.0	-0.9	-2.4	2.4	-7.5	4.6	·	·	-0.8	-2.6
4	O=C(NCC(c1cccs1)N1CCOCC1)c1cc(S(=O)(=O)N2CCOCC2)ccc1Cl (configuration not stated)	4.0	0.1	-3.3	-0.6	-5.8	-1.7	-3.5	·	17.0	-1.0
5	CCOc1ccccc1N1CCN(CC(=O)N(CC(C)C)c2c(N)n(CC(C)C)c(=O)[nH]c2=O)CC1	-4.2	0.1	0.1	0.8	-8.9	5.0	0.5	120.5	21.0	-7.0
6	Nc1cccc(C(=O)Nc2ccco2)c1	0.4	-1.1	-1.2	-0.5	-1.8	-0.9	-1.0	86.3	23.3	-3.3
7	COc1ccc(CCNC(=O)C2CCC(=O)N(C3CCCCCC3)C2)cc1 (configuration not stated)	12.1	-1.8	0.6	-0.7	-8.8	-2.3	-1.9	102.2	-8.6	2.0
8	CN(Cc1nc2ccc(F)cc2[nH]1)Cc1nc(CC2CC2)no1	-4.5	-0.8	-1.0	-0.3	-3.1	-0.8	-5.2	106.0	10.8	-0.3
9	COc1cccc(CCc2nc3ccccc3c(=O)n2N)c1	-2.8	0.9	-0.7	-2.8	-2.9	5.6	-0.9	107.0	-1.1	-2.7
10	COc1ccc(CCNCC(O)c2ccccc2)cc1 (configuration not stated)	15.4	-1.9	3.2	-0.7	-3.8	1.2	-3.0	104.8	5.5	-2.8
11	COc1cc(C)c(C(C)C)cc1S(=O)(=O)N1CCOCC1	3.8	0.9	0.1	1.2	-1.0	2.0	-2.0	100.5	1.3	-1.8
12	CN1CCN(C(=O)CSc2nc3ccc(NC(=O)c4ccccc4F)cc3s2)CC1	13.8	-2.8	-1.5	-20.6	-1.5	-1.6	-0.5	96.7	7.1	1.0
13	Cc1cc(C(=O)OCC(=O)N(CC(C)C)c2c(N)n(Cc3ccccc3)c(=O)[nH]c2=O)c2ccccc2n1	-0.3	-0.9	6.0	0.9	-4.0	0.6	-4.9	110.7	-12.4	-1.3
14	COc1ccccc1N1C(C)=CC(=C(C#N)c2nc3ccccc3s2)C=C1C	7.3	-0.4	3.4	2.1	-44.2	-5.9	-2.8	97.7	27.0	1.5
15	Cc1ccc(Nc2nc(N)nc(COC(=O)c3ccc(Br)o3)n2)cc1	-5.7	-1.2	1.2	-0.3	3.6	-5.9	-8.0	103.1	-13.6	0.2
16	O=C(COC(=O)c1ccc(O)cc1)NCCC1=CCCCC1	0.1	-0.3	2.5	0.6	1.8	-1.6	9.3	95.0	22.1	-0.2
17	CCC(=O)c1ccc(OCC(=O)NCc2ccccc2CN2CCCC2)cc1	-5.2	0.0	1.3	-0.5	-4.1	1.4	-8.5	·	9.1	-3.2
18	CCCn1c(N)c(C(=O)CSc2nc3ccccc3c(=O)n2-c2ccc(OC)cc2)c(=O)[nH]c1=O	1.7	-3.2	0.7	0.5	-8.0	-3.3	0.8	96.6	-3.8	-0.9
19	CCn1ncc(C2=NOC(C(=O)Nc3cccnc3)C2)c1C (configuration not stated)	-1.1	-0.4	-0.7	1.6	-3.9	-1.8	-3.2	101.7	0.3	1.3
20	O=C(CCl)c1cc2c3c(c1)CC(=O)N3CCC2	0.9	0.1	-3.5	-0.4	-6.0	3.5	-6.4	98.8	7.7	-12.8
21	O=C1/C(=C/c2cccs2)SC(=S)N1CCCC(=O)N(CCO)c1ccccc1	1.8	-2.1	2.8	0.1	-1.7	4.5	-2.9	·	10.4	1.7
22	O=C(c1cc2ccccc2o1)N1CCC(N2CCC(C(=O)N3CCCC3)CC2)CC1	-1.3	-0.6	2.2	-0.6	-7.4	-1.2	-2.8	109.9	-2.1	-3.7
23	COc1ccc(N2CCN(C(CNC(=O)OCc3ccccc3)c3ccco3)CC2)cc1 (configuration not stated)	6.5	-0.9	-1.7	-0.5	-3.7	0.9	-2.0	112.1	8.4	-4.0
24	NS(=O)(=O)c1ccc(-c2cccc(/C=C3\SC(=O)NC3=O)c2)cc1	·	-8.9	6.2	-0.4	-8.6	3.4	-16.3	106.1	-4.5	-5.8
25	O=C(CCn1c(=O)[nH]c2ccccc2c1=O)NCCCN1CCN(c2cccc(Cl)c2)CC1	·	-0.7	2.4	-0.7	11.1	-2.7	-0.1	106.2	1.0	-3.4
26	CC(C)(C)c1nnc(SCC(=O)Nc2ccc(N3CCCCC3)cc2)n1N	3.3	0.9	0.7	0.3	0.7	-0.1	-7.0	108.1	-2.1	-2.6
27	CCOC(=O)C1CCCN(C(=O)c2cc3c(-c4cccc(OC)c4)nn(C)c3s2)C1 (configuration not stated)	-2.3	-2.7	-5.1	-0.5	-2.8	-4.7	-0.9	·	1.4	5.4
28	Cc1cccc(NC(=O)c2ccccc2SCc2ccc(F)cc2)n1	-2.5	-0.3	-8.2	0.2	-4.9	0.2	59.9*	107.3	3.0	-6.9
29	C/C(=N\NC(=S)Nc1cccc(C)c1)c1cc2ccccc2o1	-2.0	-0.1	-12.0	0.5	-6.6	-2.4	5.1	100.5	5.0	-0.7
30	COc1ccc(/C=N/n2c(-c3cccs3)n[nH]c2=S)cc1	9.5	·	0.4	-2.0	-2.2	2.3	-4.8	100.3	-5.7	-4.3

# Following part.
nr	molecule	NSD2 inh	CAL PDZ FP-2	DAGLB inhibitor	C-LANA FP	Cardiac RTF inh	V-ATPase pHluor	CAL PDZ FP-1	Pemphigus Ab inh	Arrestin-AP2 inh	Keap1 Nrf2 FP
31	Cc1cc(N2CCN(C)CC2)nc(-c2ccccc2O)n1	2.1	-2.8	-0.5	1.2	0.6	-3.8	-3.1	97.4	2.6	2.2
32	CCC(C(=O)OCC(=O)NC(=O)c1ccccc1OC)c1ccccc1 (configuration not stated)	-2.0	-2.0	-1.2	-0.5	-0.3	-7.1	-0.6	95.0	-9.2	-1.2
33	Cc1nonc1CN(C)C(=O)CC1C(=O)NCCN1Cc1ccc(F)c(F)c1 (configuration not stated)	-1.3	0.2	-1.9	0.4	-0.1	-4.2	-0.7	104.3	6.0	-4.1
34	CCOC(=O)N1CCN(C(=O)CN(C2CCCCC2)S(=O)(=O)c2ccc(C)cc2)CC1	-5.4	-0.6	-4.3	2.9	-8.8	0.2	3.4	114.5	-3.6	0.4
35	c1ccc(-c2nc(C3CCCCC3)no2)cc1	2.4	-2.6	-3.5	1.4	2.1	-4.0	2.7	93.2	25.4	-0.1
36	CCOC(=O)C(C)Oc1cccc2c(=O)n(CC(=O)Nc3ccc(OCC)cc3)ccc12 (configuration not stated)	·	1.3	-2.7	-0.2	-1.8	-1.0	0.6	92.8	10.7	-5.3
37	N#Cc1ccc(C(=O)OCC(=O)Nc2ccc(N3CCOCC3)cc2)cc1	-1.2	-0.3	-1.1	2.1	9.7	-1.2	1.3	93.7	-13.5	-4.4
38	CCN1C(=NCCCCO)N[C@@H](c2cccc(C(F)(F)F)c2)C(C(=O)OC)=C1C	·	-0.8	1.1	0.8	-0.1	-0.9	-2.7	107.3	-10.0	-5.1
39	COc1cccc(C2C(C(=O)OC(C)C)=C(C)Nc3ncnn32)c1 (configuration not stated)	-1.8	-0.7	-0.9	-0.1	-0.8	6.9	-3.7	94.7	-11.8	-4.5
40	CCc1ccc(NC(=O)C2CCN(S(=O)(=O)c3ccc4c(c3)NC(=O)C(C)S4)CC2)cc1 (configuration not stated)	0.1	-2.4	2.8	21.8	-10.2	-0.9	4.1	106.9	-6.3	-4.5
41	CCCCCN(C(=O)CCC(=O)OCCOc1ccc(OCC)cc1)c1c(N)n(CCCC)c(=O)[nH]c1=O	0.2	-1.7	4.8	0.5	-4.7	0.9	·	104.7	-7.1	-1.6
42	COc1ccc(NC(=O)C2CCC(CNC(=O)[C@@H]3Cc4ccccc4CN3)CC2)cc1 (some centres not stated)	-2.5	0.2	-0.2	-0.3	-2.1	2.9	2.2	103.8	-5.3	-0.4
43	CCOC(=O)c1nnn(CC(=O)Nc2cccc(Cl)c2C)c1C(=O)OCC	-1.4	·	-1.6	0.9	-13.1	-5.0	-2.9	96.0	-0.5	-6.5
44	Cn1cc(C(N)=O)c2ccccc21	·	-1.0	-1.6	0.2	6.9	2.1	-2.8	104.7	7.5	-0.6
45	Cc1cccc(C(=O)Nc2ccc(C(=O)c3ccccc3)cc2)c1	-1.3	·	·	·	·	1.8	·	94.7	4.6	·
46	CC(=O)c1cccc(NC(=O)c2ccc3c(c2)CCN3S(=O)(=O)c2ccccc2)c1	1.0	-2.1	-5.3	-0.2	-7.0	1.6	-2.6	118.2	-6.2	-3.7
47	CC(=O)NN1C(=O)/C(=C\c2ccc(C)cc2)SC1=S	-0.3	·	2.4	-0.3	2.0	-0.6	5.4	100.7	-1.1	-0.6
48	Cc1ccc(N2CC(C(=O)Nc3ccccc3OC(F)F)CC2=O)cc1 (configuration not stated)	1.1	-2.5	-1.4	-0.6	5.4	1.1	-3.7	102.0	-7.0	-2.4
49	COc1ccc(NC(=O)CCS(=O)(=O)c2ccccc2)c(OC)c1	-2.4	0.0	4.5	0.7	-2.1	-2.0	·	91.2	-4.1	-1.9
50	Cc1cccc(C)c1NC(=O)N1CCC(N2CCCCC2)CC1	1.2	-0.1	-4.2	1.1	0.1	6.8	1.1	93.3	-15.5	-1.0
51	Cc1ccc(NC(=O)COC(=O)c2ccc3c(c2)NC(=O)C2CCCN32)cc1 (configuration not stated)	-2.3	-2.1	0.2	-1.5	6.4	2.3	-2.6	72.0	31.1	-7.4

# In a second layout: 4 of the compounds above
# Results follow in this order: NSD2 inh, CAL PDZ FP-2, DAGLB inhibitor, C-LANA FP, Cardiac RTF inh, V-ATPase pHluor, CAL PDZ FP-1, Pemphigus Ab inh, Arrestin-AP2 inh, Keap1 Nrf2 FP
41	CCCCCN(C(=O)CCC(=O)OCCOc1ccc(OCC)cc1)c1c(N)n(CCCC)c(=O)[nH]c1=O
→ 0.2, -1.7, 4.8, 0.5, -4.7, 0.9, ·, 104.7, -7.1, -1.6
42	COc1ccc(NC(=O)C2CCC(CNC(=O)[C@@H]3Cc4ccccc4CN3)CC2)cc1 (some centres not stated)
→ -2.5, 0.2, -0.2, -0.3, -2.1, 2.9, 2.2, 103.8, -5.3, -0.4
43	CCOC(=O)c1nnn(CC(=O)Nc2cccc(Cl)c2C)c1C(=O)OCC
→ -1.4, ·, -1.6, 0.9, -13.1, -5.0, -2.9, 96.0, -0.5, -6.5
44	Cn1cc(C(N)=O)c2ccccc21
→ ·, -1.0, -1.6, 0.2, 6.9, 2.1, -2.8, 104.7, 7.5, -0.6

# The list is partial; count on the stated rates, not on these rows.
